PLC-beta3 inh – blocks human PLC-beta3 enzyme activity; Purified PLC-beta3, fluorogenic substrate, fluorescence; inhibition, % at 12.2 µM; 370,000 tested, 0.18% active; AID 720704; in the data active = inhibition above about 11%;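 also: 0% = median of compound wells on plate and 100% = full blocker control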
ADAM17 inh – inhibits human ADAM17; P78536; recombinant ADAM17, EDANS/DABCYL FRET peptide cleavage; inhibition, % at 6.95 µM; 370,000 tested, 0.83% active;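 active = inhibition above the mean of compounds lying between control limits plus 3 SD, set per campaign, cut at about 8.5% in these data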;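 also: 0% = DMSO-only wells as the low control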
DDE Tn6 FP inh – inhibitors of Tn6 peptide binding to human fibrin DD(E); Fibrin DD(E) TRITC-Tn6 fluorescence polarization displacement; P02675; inhibition, % at 8.3 µM; 370,000 tested, 0.21% active;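 active = inhibition above a per-campaign cutoff: mean of compounds within control limits plus 3 SD, cut at about 15% in these data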;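 also: 0% = median of all compound wells on the plate and 100% = blocking peptide control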
KLK7 zymogen act – proKLK7 (human) activation, primary screen | purified proKLK7, EDANS-DABCYL substrate fluorescence; 100% is mature enzyme control, 0% vehicle | activation, % at 7 µM | 370,000 tested, 0.9% active | AID 652039;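 active = activation above the mean of all tested compounds plus 3 SD, computed per campaign excluding outliers beyond control limits, cut at about 13% in these data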
Target sequence (P49862 whole entry, looked up): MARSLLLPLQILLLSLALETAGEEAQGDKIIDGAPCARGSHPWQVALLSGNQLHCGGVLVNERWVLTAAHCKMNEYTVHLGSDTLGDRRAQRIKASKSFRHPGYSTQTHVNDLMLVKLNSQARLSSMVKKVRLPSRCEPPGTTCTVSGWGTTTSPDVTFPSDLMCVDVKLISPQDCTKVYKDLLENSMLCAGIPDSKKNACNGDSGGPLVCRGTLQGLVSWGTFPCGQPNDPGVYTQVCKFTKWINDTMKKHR
Tn7 DDE FP – DD(E)-Tn7 binding inhibition, primary FP screen; P02675; FP displacement of FITC-Tn7 peptide from fibrin DD(E); 0% = median of compound wells per plate; inhibition, % at 8.3 µM; 370,000 tested, 0.13% active; AID 720508;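 active = inhibition above the mean of compounds falling within the control limits plus 3 SD of them, cut at about 14% in these data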;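 also: 0% = plate median of compound wells and 100% = 10 µM Aha-Tn7 peptide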
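Assay system: Human fibrin DD(E) protein | Medium: Tris buffer with calcium and detergent, pH 7.8 | Reagent: 0.1 µM fluorescent Tn7 | Compound dosing: Single point at 8.3 µM | Times: 10 min preincubation, 3 h with tracer, room temperature | Detection: Fluorescence polarization of the labelled Tn7 tracer | Controls: Aha-Tn7 high control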
ASAP1 inh – ASAP1 ArfGAP inhibition; Q9ULH1; ASAP1-stimulated ARF1 GTP hydrolysis, GDP FP detection; inhibition, % at 16.5 µM; 360,000 tested, 0.19% active; AID 624377; in the data active = inhibition above about 25%;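 also: 0% = vehicle with enzyme and substrate and 100% = no enzyme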
Target sequence (Q9ULH1 325-724 limits assumed): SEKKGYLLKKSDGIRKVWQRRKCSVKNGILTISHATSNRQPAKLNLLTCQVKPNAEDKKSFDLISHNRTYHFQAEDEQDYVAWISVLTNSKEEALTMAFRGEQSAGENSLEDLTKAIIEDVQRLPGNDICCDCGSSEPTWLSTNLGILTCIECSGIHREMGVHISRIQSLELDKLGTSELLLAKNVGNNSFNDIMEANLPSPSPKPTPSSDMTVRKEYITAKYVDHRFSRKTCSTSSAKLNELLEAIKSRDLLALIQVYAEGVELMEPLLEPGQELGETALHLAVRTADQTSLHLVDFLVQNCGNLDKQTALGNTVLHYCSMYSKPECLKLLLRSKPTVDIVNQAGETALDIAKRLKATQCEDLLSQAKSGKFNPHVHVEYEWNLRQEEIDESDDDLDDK
MBD2 DNA inh – blocks human MBD2 binding to methylated DNA; 370,000 tested, 0.31% active; inhibition, % at 4.4 µM; TR-FRET, MBD2 binding to methylated oligonucleotide; Q9UBB5; in the data active = inhibition above about 13%
Target sequence (Q9UBB5 whole entry, looked up): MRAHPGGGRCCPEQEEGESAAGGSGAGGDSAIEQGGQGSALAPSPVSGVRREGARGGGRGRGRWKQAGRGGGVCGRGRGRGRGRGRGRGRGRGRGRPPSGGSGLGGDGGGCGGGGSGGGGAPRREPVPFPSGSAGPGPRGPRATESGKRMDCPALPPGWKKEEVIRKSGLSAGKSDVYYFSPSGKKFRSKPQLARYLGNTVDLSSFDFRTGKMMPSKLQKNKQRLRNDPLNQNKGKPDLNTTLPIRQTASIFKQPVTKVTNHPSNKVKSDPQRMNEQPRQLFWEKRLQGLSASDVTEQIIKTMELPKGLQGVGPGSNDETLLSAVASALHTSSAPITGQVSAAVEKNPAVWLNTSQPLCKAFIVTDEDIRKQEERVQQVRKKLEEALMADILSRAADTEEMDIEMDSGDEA
UHRF1 binding – human UHRF1 methylated DNA binding inhibitors. Q96T88. UHRF1 binding to methylated oligo, TR-FRET. inhibition, % at 4.4 µM. 370,000 tested, 0.75% active. AID 687016; in the data active = inhibition above about 21%;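 also: UHRF1 SRA domain binding a hemimethylated CpG hairpin DNA probe; 0% = median of test compound wells and 100% = reference inhibitor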
ARFGAP1 inh – rat ARFGAP1 inhibition. Q62848. Arfgap1-stimulated ARF1 GTP hydrolysis, GDP FP detection. inhibition, % at 16.5 µM. 360,000 tested, 0.26% active. AID 651572;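 active = inhibition above a per-plate limit, mean inhibition of low control wells plus 3 SD, cut at about 25% in these data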;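 also: 0% = DMSO wells with enzyme and 100% = wells lacking Arfgap1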
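System: truncated rat Arfgap1 GAP domain / Medium: HEPES-based buffer, pH 7.5 / Also added: N-terminally truncated human ARF1-GTP substrate / Incubation: enzyme reaction 120 min at 25 °C after 20 min preincubation / Measured by: FP of antibody-bound GDP Alexa 633 tracer, ex 620/em 688 nm / Replicates: singlicate, each compound tested once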
PLCg1 inh – blocks human PLC-gamma1 enzyme activity | purified PLC-gamma1, fluorogenic substrate, fluorescence | inhibition, % at 12.2 µM | AID 720700 | 370,000 tested, 0.84% active; in the data active = inhibition above about 9.5%
The depositor's hits bear a star; . = no result given. Outcome played no part in choosing rows, and some 4.1% of all compounds hit somewhere here.

no. | Molecule | PLC-beta3 inh | ADAM17 inh | DDE Tn6 FP inh | KLK7 zymogen act | Tn7 DDE FP | ASAP1 inh | MBD2 DNA inh | UHRF1 binding | ARFGAP1 inh | PLCg1 inh
1 | Cc1cc(C)c(NC(=O)CS(=O)CC(=O)N2CCN(c3cccc(C)c3C)CC2)c(C)c1 (stereo unspecified) | -3.0 | -0.3 | -6.1 | 0.8 | 0.2 | 10.1 | -0.4 | -0.9 | 2.9 | 0.8
2 | CCOC(=O)c1ccc(N2C(=O)C(O)=C(C(C)=O)C2c2ccccn2)cc1 (stereo unspecified) | -22.9 | -13.8 | 4.9 | 0.7 | 7.3 | -12.5 | -0.2 | -0.1 | -4.2 | -17.3
3 | COC(=O)c1ccccc1NC(=O)c1ccc2c(c1)CC(C)O2 (stereo unspecified) | -10.8 | -0.7 | 1.3 | -1.0 | 6.3 | -1.2 | 3.6 | -1.3 | 10.6 | -18.4
4 | COc1ccc(C2(O)CC3CCC(C2)N3c2cc(C)nc(-c3ccccc3)n2)cc1 (stereo unspecified) | -2.9 | 3.5 | 3.6 | -0.3 | -7.5 | 9.1 | 2.8 | -3.5 | 3.4 | 0.9
5 | COCc1cc(=O)n2[nH]c(-c3ccccc3)cc2n1 | -30.5 | -31.0 | 5.2 | -0.3 | 8.6 | -9.1 | 4.6 | 1.0 | 3.4 | -23.2
6 | CC1CC(C)CN(CC(=O)N2CCc3[nH]c4ccccc4c3C2)C1 (stereo unspecified) | -117.4 | -7.4 | -5.1 | 10.3 | -6.2 | 4.6 | -1.2 | 7.4 | -18.9 | -80.7
7 | O=C1CCN(Cc2cccnc2)CCN1[C@H](CO)Cc1ccccc1 | 1.2 | -4.8 | 1.3 | 0.1 | 3.3 | -10.9 | 2.7 | 2.5 | -2.2 | -0.6
8 | C=CCN1C(=O)[C@@H](CC(=O)NCc2cccc(C(F)(F)F)c2)[C@]2(C(=O)OC)CCCCC=C12 | 3.9 | 1.0 | -5.7 | -0.9 | 1.6 | . | -3.2 | -0.4 | . | 0.6
9 | Cc1ccc(NC2CCCN(C(=O)c3snnc3C)C2)cc1C (stereo unspecified) | 0.6 | 0.6 | -7.0 | -0.1 | -5.5 | 9.7 | 2.9 | 3.0 | 8.2 | 2.7
10 | CCn1c(=O)cc(SCC(=O)Nc2ccc(OC)c(OC)c2)c2ccccc21 | 0.6 | -0.1 | -2.4 | -0.5 | 4.1 | 7.8 | 0.5 | 1.1 | -1.2 | -0.5
11 | CNc1ccccc1-n1ccc(-c2ccccc2)n1 | -2.3 | -2.5 | -0.7 | 0.0 | 2.6 | 7.5 | 2.5 | -6.4 | 6.1 | -0.3
12 | COc1cccc(NC(=O)c2ccnc(N3CCC(C(=O)NCc4ccccc4OC)CC3)c2)c1 | -29.5 | -5.9 | 4.2 | -0.5 | -0.6 | 0.8 | 2.5 | 0.4 | 1.9 | -19.9
13 | CCSc1nsc(NC(=O)Nc2cccc(F)c2)n1 | -3.2 | 5.5 | -13.9 | -0.2 | -5.1 | 10.1 | 0.5 | 3.4 | 4.5 | 3.3
14 | NC(=O)/C=C\C(=O)Nc1cccc(C(F)(F)F)c1 | 2.2 | -4.6 | -8.3 | 1.1 | -2.3 | 16.4 | 5.5 | 1.9 | 11.7 | -1.0
15 | CCOC(=O)C1(Cc2cccc(OC)c2)CCCN(Cc2nccn2CC)C1 (stereo unspecified) | -6.7 | -5.6 | -0.7 | 0.3 | 0.5 | 8.5 | 2.5 | 3.9 | 11.7 | 1.4
16 | Cc1cccc(NC(=S)NC(=O)CCc2ccccc2)c1C | -1.8 | 3.5 | 14.6 | -0.2 | 4.2 | 11.0 | -0.6 | 0.1 | -9.3 | 0.3
17 | COc1ccc(N2CCN(CCCNC(=O)CCc3cccc(F)c3)CC2)cc1 | -1.3 | -1.7 | -6.2 | 0.3 | 3.6 | . | 1.0 | 2.8 | . | 0.3
18 | C=CCn1c(SCC(=O)c2cccs2)nc2sc(C)c(C)c2c1=O | -0.7 | -3.0 | 4.8 | 0.0 | 3.5 | 4.7 | 0.5 | 0.1 | 13.3 | 1.5
19 | Cc1cccc(N2CCN(C(=O)CCNS(=O)(=O)c3cccs3)CC2C)c1 (stereo unspecified) | -6.4 | -3.0 | -2.4 | -0.5 | 6.4 | 0.8 | 0.9 | -2.0 | -6.5 | -2.8
20 | C[C@H]1CN([C@@H](C)CO)S(=O)(=O)c2ccc(C#CC(C)(C)O)cc2O[C@H]1CN(C)Cc1ccccc1 | 2.9 | 1.2 | 4.3 | -0.4 | 5.1 | -6.3 | -2.6 | -0.8 | -7.2 | 0.2
21 | COc1ccc(OC)c(S(=O)(=O)N(C)CC(=O)Nc2cc(Cl)ccc2OC)c1 | 1.1 | 2.3 | -4.6 | 0.1 | -8.3 | 0.8 | 3.2 | 0.3 | -5.2 | 3.4
22 | COC(=O)c1c(C)nc(C)c(C(=O)OC)c1-c1ccsc1 | -5.6 | -3.3 | 4.0 | 0.5 | 0.2 | -11.1 | 3.4 | -0.2 | -1.8 | -1.3
23 | O=C(OCC(F)(F)F)c1cccc(COc2ccc3ccccc3c2)c1 | -1.2 | -2.8 | 2.3 | -0.1 | -3.2 | -6.0 | -1.4 | 2.3 | 12.8 | -6.2
24 | CCOC(=O)CN(C(=O)CNC(=O)c1cccs1)C(C(=O)NC1CCCCC1)c1cccs1 (stereo unspecified) | 3.2 | -0.7 | -4.1 | 0.1 | 0.3 | -11.3 | -4.6 | 0.9 | -4.3 | 2.6
25 | Cc1sc2ncnc(SCC(=O)N3CCCC3=O)c2c1C | -1.3 | -4.0 | -3.5 | 1.4 | 0.7 | 10.7 | -2.4 | -1.8 | 2.6 | -2.0
26 | CC(=O)c1c(C)nc(-c2ccc(Cl)cc2)nc1N=CN(C)C | -1.6 | -0.1 | 0.2 | -0.7 | -7.0 | 3.3 | -4.2 | 0.7 | -5.7 | 4.5
27 | COc1ccc(S(=O)(=O)N(CCCN2CCCC2=O)Cc2cc3c(C)cc(C)cc3[nH]c2=O)cc1 | -14.4 | -25.2 | -6.3 | 0.6 | 1.1 | -11.1 | 4.6 | -0.5 | 0.8 | -8.1
28 | CC(=O)Nc1ccc(NC(=O)Nc2cc(C)cc(C)c2)cc1 | -4.0 | -3.6 | 1.9 | 0.6 | -2.8 | 9.3 | 5.5 | -1.9 | -6.7 | 1.3
29 | COc1cccc(Nc2ccc([N+](=O)[O-])c3nonc23)c1 | -25.1 | 3.1 | -2.7 | -0.1 | 7.3 | 4.7 | -27.0 | -23.3 | 6.7 | -14.8
30 | Cc1cc(N2CCOCC2)n2nc(-c3cccc(F)c3)cc2n1 | -5.9 | 1.1 | -1.1 | -0.6 | 0.6 | 7.5 | -3.2 | 5.8 | 5.5 | -3.3
31 | CC1CCCC(C)N1C(=O)COC(=O)c1ccc([N+](=O)[O-])o1 (stereo unspecified) | 3.3 | -3.8 | -7.7 | -0.4 | -1.6 | 13.9 | -4.5 | -4.6 | -4.0 | 2.9
32 | Cc1ccc(NC(=O)CN2C(=O)CNC2=O)cc1 | -8.2 | -5.0 | 2.7 | 0.1 | 7.3 | -4.6 | -1.5 | 0.7 | 2.9 | 1.2

3 entries out of the list above, ordered by the value under ASAP1 inh, lowest first:
no.	canonical_smiles	ASAP1 inh
32	Cc1ccc(NC(=O)CN2C(=O)CNC2=O)cc1	-4.6
29	COc1cccc(Nc2ccc([N+](=O)[O-])c3nonc23)c1	4.7
31	CC1CCCC(C)N1C(=O)COC(=O)c1ccc([N+](=O)[O-])o1 (stereo unspecified)	13.9

(more compounds)
no. | Molecule | PLC-beta3 inh | ADAM17 inh | DDE Tn6 FP inh | KLK7 zymogen act | Tn7 DDE FP | ASAP1 inh | MBD2 DNA inh | UHRF1 binding | ARFGAP1 inh | PLCg1 inh
33 | CC1CCN(C(=O)c2ccc(S(=O)(=O)N3CCOCC3)cc2)CC1 | -4.6 | -1.6 | -6.8 | 0.0 | -4.6 | -0.6 | 0.7 | 3.2 | 11.0 | 2.3
34 | O=C(Cn1c(C(=O)c2ccccc2)nc2ccccc21)c1ccc(Cl)cc1 | -7.2 | 3.9 | -2.4 | -0.7 | 3.7 | -12.0 | 5.8 | 2.9 | -6.3 | -3.7
35 | Cc1cn(C2CC(OC(=O)C(C)C)C(CO)O2)c(=O)[nH]c1=O (stereo unspecified) | 3.7 | -0.6 | -6.0 | -0.6 | -0.4 | -17.4 | -1.3 | -1.0 | 7.9 | 1.6
36 | COc1cc(OC)c(NC(=O)CCc2nc(-c3cccs3)no2)cc1Cl | 4.8 | 5.4 | -5.0 | -0.4 | 6.4 | -5.9 | -5.8 | -1.8 | -2.4 | -0.1
37 | FC(F)(F)c1ccc(CSc2nccn2-c2ccccc2)cc1 | 3.1 | 0.6 | -4.5 | -0.3 | -9.8 | 6.6 | -4.7 | 79.6* | -3.5 | 0.8
38 | COC(=O)c1sccc1NC(=O)Nc1ccc(Cl)c(Cl)c1 | 0.1 | -5.5 | -0.6 | 0.0 | 5.1 | 1.1 | 0.3 | -1.6 | 5.7 | -0.4
39 | CCOC(=O)c1ccc(NC(=O)C2CCN(C(=O)c3ccc(OC)c(OC)c3)CC2)cc1 | 2.8 | -7.7 | 3.9 | 0.4 | 1.7 | 4.6 | -3.6 | -0.3 | 1.9 | 4.3
40 | Cc1cc(NS(=O)(=O)c2ccc(NC(=O)Cc3ccc(Cl)c(Cl)c3)cc2)no1 | -1.0 | 2.7 | -1.2 | -0.2 | -0.9 | 3.4 | 3.6 | 1.3 | -2.7 | -1.3
41 | COc1ccc(NC(C)C(=O)N2CCN(Cc3ccccc3)CC2)cc1 (stereo unspecified) | 2.6 | -0.5 | 1.8 | -0.2 | 4.0 | 8.1 | -5.5 | -1.5 | -3.2 | 4.7
42 | O=C(COC(=O)COc1ccccc1)Nc1ccc2c(c1)OCCO2 | -7.5 | -1.7 | -2.5 | -0.2 | 1.6 | -9.8 | 0.9 | 0.5 | -0.3 | -2.4
43 | COc1ccc(S(=O)(=O)N2CCC(Cc3ccccc3)CC2)cc1C(N)=O | 5.5 | -9.2 | -16.3 | -0.2 | 2.6 | 5.0 | 7.0 | 1.5 | 2.1 | 1.0
44 | O=C(CCNS(=O)(=O)c1ccc(Br)cc1)NCC(c1cccs1)N1CCOCC1 (stereo unspecified) | 0.6 | 0.6 | 0.7 | 0.3 | 5.9 | 8.2 | -2.7 | -1.4 | -10.7 | 4.1
45 | COc1ccccc1CNC(=O)C(CCSC)NC(=O)C1CCC(C)CC1 (stereo unspecified) | -1.8 | -6.9 | 2.2 | -0.1 | 6.0 | -2.9 | -5.3 | 1.7 | -0.4 | -2.5
46 | CC1=NN(c2ccc(Cl)c(C(=O)O)c2)C(=O)/C1=C/c1ccc(-c2ccccc2[N+](=O)[O-])o1 | -4.7 | -5.1 | 4.7 | 0.2 | 4.8 | -11.8 | 1.4 | -2.7 | -2.0 | -1.8

Screening results deposited in PubChem BioAssay by The Scripps Research Institute Molecular Screening Center.
